ROC1-CUL1 inh: inhibitors of human ROC1-CUL1 ubiquitin ligase activity; E3 ubiquitin-protein ligase RBX1 (Homo sapiens) + Cullin-1 (Homo sapiens), P62877+Q13616; in vitro K48 di-Ub FRET, acceptor:donor ratio, 45 min; inhibition, % at 10 µM; 140,000 compounds, 0.6% hits; in the data active means inhibition above about 25%
Target sequence (P62877 whole entry, looked up): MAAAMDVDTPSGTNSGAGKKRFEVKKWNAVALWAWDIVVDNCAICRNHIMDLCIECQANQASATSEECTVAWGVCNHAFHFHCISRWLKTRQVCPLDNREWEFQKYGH
Target sequence (Q13616 whole entry, looked up): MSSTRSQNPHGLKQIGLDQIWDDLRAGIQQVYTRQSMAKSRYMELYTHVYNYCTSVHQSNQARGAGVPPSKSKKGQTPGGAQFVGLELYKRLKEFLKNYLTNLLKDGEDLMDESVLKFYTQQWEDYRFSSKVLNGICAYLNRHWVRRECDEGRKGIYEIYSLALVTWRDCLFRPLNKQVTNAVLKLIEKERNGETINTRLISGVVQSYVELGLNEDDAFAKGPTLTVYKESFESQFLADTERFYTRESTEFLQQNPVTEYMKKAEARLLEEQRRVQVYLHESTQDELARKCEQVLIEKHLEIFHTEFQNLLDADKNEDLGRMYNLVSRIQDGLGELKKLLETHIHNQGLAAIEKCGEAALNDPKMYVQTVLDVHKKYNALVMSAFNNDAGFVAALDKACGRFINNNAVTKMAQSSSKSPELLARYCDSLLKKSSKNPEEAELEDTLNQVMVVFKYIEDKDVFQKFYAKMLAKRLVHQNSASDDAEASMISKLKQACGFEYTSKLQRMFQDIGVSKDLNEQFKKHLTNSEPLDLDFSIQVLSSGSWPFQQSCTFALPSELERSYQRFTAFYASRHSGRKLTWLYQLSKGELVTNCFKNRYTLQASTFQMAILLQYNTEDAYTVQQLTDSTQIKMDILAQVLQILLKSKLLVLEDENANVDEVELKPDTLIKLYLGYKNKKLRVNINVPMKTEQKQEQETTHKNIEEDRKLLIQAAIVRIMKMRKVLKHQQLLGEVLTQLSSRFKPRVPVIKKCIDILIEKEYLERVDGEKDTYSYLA
Numbers without * were called inactive.

Start of the listing, in advance (7 entries):
Compound,ROC1-CUL1 inh
Cc1ccc(OC(C)C(=O)Nc2cccc(O)c2)cc1 (stereo not given),1
COc1ccccc1N1CCN(C(=O)CSc2nc3ccccc3nc2Cc2ccc(F)cc2)CC1,-16
CCOc1ccc2c(c1)-c1c(ssc1=Nc1ccc(Cl)cc1)C(C)(C)N2,-2
CCOc1ccc2c(c1)-c1c(ssc1=Nc1ccc(C)c(C)c1)C(C)(C)N2,-5
CSc1nnc2c(n1)OC(C)(C)Nc1ccc(Br)cc1-2,-5
CC(=O)OCc1cnc(C)c2oc(=O)c(C(=O)Nc3cccc(F)c3)cc12,16
COc1ccc(-c2nn(-c3ccccc3)cc2C2Nc3ccc(C)cc3-c3cc(C)nn32)cc1 (stereo not given),-11

The whole of this part, from the start:
Compound,ROC1-CUL1 inh
Cc1ccc(OC(C)C(=O)Nc2cccc(O)c2)cc1 (stereo not given),1
COc1ccccc1N1CCN(C(=O)CSc2nc3ccccc3nc2Cc2ccc(F)cc2)CC1,-16
CCOc1ccc2c(c1)-c1c(ssc1=Nc1ccc(Cl)cc1)C(C)(C)N2,-2
CCOc1ccc2c(c1)-c1c(ssc1=Nc1ccc(C)c(C)c1)C(C)(C)N2,-5
CSc1nnc2c(n1)OC(C)(C)Nc1ccc(Br)cc1-2,-5
CC(=O)OCc1cnc(C)c2oc(=O)c(C(=O)Nc3cccc(F)c3)cc12,16
COc1ccc(-c2nn(-c3ccccc3)cc2C2Nc3ccc(C)cc3-c3cc(C)nn32)cc1 (stereo not given),-11
COC(=O)COc1ccc(Cl)c2cccnc12,-11
COc1ccccc1NS(=O)(=O)c1ccc(NC(=O)/C=C/c2cnn(C)c2)cc1,-3
O=C(CSCc1ccccc1)Nc1cccc(C(=O)Nc2ccc(C(=O)O)cc2)c1,2
COCCCC1CCN(Cc2nc(Cc3cccc(F)c3)no2)CC1,1
CCCCOc1ccc(C2C(C(=O)c3ccc(F)cc3)C(=O)C(=O)N2CC2CCCO2)cc1 (stereo not given),-5
O=C(CSc1ccccn1)N/N=C/c1cccc(Oc2ccccc2)c1,-13
CC(C)c1ccc(NC(=O)CS(=O)(=O)c2cccc3nsnc23)cc1,1
COc1ccc(NCc2nc3ccccc3n2CCOc2ccccc2C)cc1,-2
O=S1CC/C(=N\O)c2ccccc21 (stereo not given),-4
CCCCN1CC(C(=O)Nc2ccc(C(=O)N(C)C)cc2)CC1=O (stereo not given),-8
COc1ccc(-c2cccc(-c3ccn(CCCN4CCOCC4)n3)c2)nn1,2
Cc1ccccc1Cn1ccc(NC(=O)c2cn(C)nc2C)n1,-14
Cc1ccc(NC(=O)C2CCCN(c3ncnc4c3nc3n4CCCCC3)C2)cc1F (stereo not given),4
O=C(CC(=Nc1cccc2ccccc12)c1cccs1)C(F)(F)F,-3
COc1cccc(CCNC(=O)C2CC23CCN(C(=O)C2(c4ccccc4)CCCCC2)CC3)c1 (stereo not given),-4
CN1CCN(C(CNC(=O)C(=O)Nc2ccccc2)c2ccc3c(c2)OCO3)CC1 (stereo not given),1
COc1ccc(C2CC(=O)c3c(-c4ccccc4)ccnc3C2)cc1 (stereo not given),-3
O=C(CSc1ncc(S(=O)(=O)c2ccc(Cl)cc2)c(=O)[nH]1)Nc1cccc(C(F)(F)F)c1,-9
O=C(Cn1cc(SCc2ccc(Br)cc2)c2ccccc21)N1CCCCC1,7
N#CC1C(=N)Oc2n[nH]c(-c3ccccc3)c2C1c1ccc(Cl)cc1 (stereo not given),6
CCC(C)c1ccc(NC(=O)c2ccc(Cl)c([N+](=O)[O-])c2)cc1 (stereo not given),1
Cc1ccc(Sc2ncccc2NC(=O)Nc2ccccc2)cc1,6
O=C(c1ccsc1)N1CCc2[nH]nc(-c3ccc(F)c(F)c3)c2C1,0
COc1c(S(C)(=O)=O)ccc(C(=O)Oc2cc(C)n(C)c(=O)c2)c1C,15
Cn1c(SCC(=O)Nc2ccc3nc(SCc4cccc5ccccc45)sc3c2)nnc1-c1ccc(N)cc1,-3
CC(=O)Nc1ccc(NC(=O)CN(C)S(=O)(=O)c2ccc3c(c2)CCCC(=O)N3)cc1,0
CC(C)c1noc(-c2ccc(NCc3cn4ccsc4n3)nc2)n1,-8
Cc1ccc(-c2nnc(SCc3ccccc3Cl)n2-c2ccccc2)cc1,-8
CC1=Nc2nnnn2C(c2ccc(Br)cc2)C1C(=O)Nc1ccccc1 (stereo not given),1
COc1ccc(NCC(O)Cn2c(C)c(C)c3ccccc32)cc1 (stereo not given),-4
CSc1ccc(CCNC(=O)Cn2nc(C)n3c(cc4sccc43)c2=O)cc1,1
COc1ccc(Cl)cc1NC(=O)c1cc(C)on1,5
O=C(N/N=C/c1c(O)ccc2ccccc12)c1ccccc1[N+](=O)[O-],0
O=C1SC(SCc2ccccc2Cl)=N/C1=C\c1ccc(C(=O)O)cc1,54*
O=C(Nc1cccc(F)c1)c1cccc2c1C(=O)N(C1CCCCC1)C2,-3
CCN(CC)CC(O)COc1ccc(CN(C)Cc2ncc(C)[nH]2)cc1OC (stereo not given),6
Fc1ccc(-c2nnc(-c3ccccc3F)o2)cc1,-12
COc1ccc(OC2CCN(C(C)=O)CC2)c(C(=O)N(C)Cc2ccccn2)c1,-9
COc1ccc(Oc2c(C(F)(F)F)oc3cc(OCc4ccccc4Cl)ccc3c2=O)cc1,15
Cc1ccc(S(=O)(=O)c2nnn3c2nc(NCc2ccc(F)cc2)c2sccc23)cc1,-11
COc1ccc(OCc2cc(C(=O)N3CCCC3)no2)c(Cl)c1,-4
COc1ccc(C(CC(=O)c2cccs2)Sc2ccccc2NC(C)=O)cc1 (stereo not given),1
CCC(=O)N1CCN(c2c(N)cccc2Cl)CC1,0
CCc1ccccc1NC(=O)c1cc2n(n1)C(C(F)(F)F)CC(c1ccco1)N2 (stereo not given),-9
COc1ccccc1NC(=O)CC(C)n1nc(C)cc1C (stereo not given),5
O=C1C=CC(=NSc2ccccc2)C=C1,-3
Cc1cc(C)nc(-n2[nH]c(-c3cccc4ccccc34)cc2=O)n1,7
O=c1oc(-c2cccc3ccccc23)nc2scc(-c3ccc(Cl)cc3)c12,-6
CCCN1CCN(C(=O)Nc2ccc(C)c(C)c2)CC1,8
Clc1cccc2c1Sc1ccccc1CC2N1CCNCC1 (stereo not given),5
COC(=O)C1CCCCN1C(=O)c1c(OC)cc(=O)n2c1CCN(Cc1cccc(F)c1F)CC2 (stereo not given),2
CCc1nn(-c2cc(Oc3ccc(F)cc3Cl)nc(SC)n2)c(N)c1C#N,-8
CNS(=O)(=O)c1ccc(OC)c(C(=O)O)c1,-7

COc1ccc(-c2c(C)c3ccc(O)c(CN4CCCCC4)c3oc2=O)cc1OC
  ROC1-CUL1 inh: 0
Cc1cccc(-c2nc(NC(=O)N(C)Cc3ccon3)n[nH]2)c1
  ROC1-CUL1 inh: -3
FC(F)(Cl)Oc1ccc(Nc2nc(N3CCCCCC3)nc(N3CCN(C45CC6CC(CC(C6)C4)C5)CC3)n2)cc1
  ROC1-CUL1 inh: -6
CCOc1ccccc1NC(=O)Cn1c2ncccc2c(=O)n1-c1ccc(C)c(C)c1
  ROC1-CUL1 inh: -4
O=S(=O)(Nc1ccc(Br)cc1)c1cccc2nonc12
  ROC1-CUL1 inh: -7
Cc1ccc(NC(=O)c2cc(S(=O)(=O)N3CCc4ccccc43)cn2C)c(Cl)c1
  ROC1-CUL1 inh: -5
CCCC(=O)Nc1cc(Cl)ccc1Cl
  ROC1-CUL1 inh: 0
Cc1cccc(OCC(=O)NS(=O)(=O)c2ccc(Br)cc2)c1
  ROC1-CUL1 inh: 7
Cc1ncc(CN2CCC(n3cc(C4CCCCC4)nn3)CC2)cn1
  ROC1-CUL1 inh: 3
COc1cc(NS(=O)(=O)c2ccccc2)c(OC)cc1N
  ROC1-CUL1 inh: -3
C#CCN1C(=O)S/C(=C/c2cccn2-c2cccc(C(F)(F)F)c2)C1=O
  ROC1-CUL1 inh: 5
CN1C(=O)CC(=O)N(C)c2cc(S(=O)(=O)N(C)Cc3ccccc3)ccc21
  ROC1-CUL1 inh: -4
CCOC(=O)c1c(-c2ccccc2)csc1NC(=O)c1sc2nc(C)cc(C)c2c1N
  ROC1-CUL1 inh: -2
COC(=O)c1cc2oc3ccccc3c2n1Cc1nc(-c2cccc(C)c2)oc1C
  ROC1-CUL1 inh: 1
Cc1cc(S(=O)(=O)N2CCOCC2)ccc1F
  ROC1-CUL1 inh: -5

Next part; the last three above are carried over.
CCOC(=O)c1c(-c2ccccc2)csc1NC(=O)c1sc2nc(C)cc(C)c2c1N
  ROC1-CUL1 inh: -2
COC(=O)c1cc2oc3ccccc3c2n1Cc1nc(-c2cccc(C)c2)oc1C
  ROC1-CUL1 inh: 1
Cc1cc(S(=O)(=O)N2CCOCC2)ccc1F
  ROC1-CUL1 inh: -5
CC1C(=NO)C(C)C(c2ccco2)NC1c1ccco1 (stereo not given)
  ROC1-CUL1 inh: 13
Cc1cccc(C)c1N=CC=Nc1c(C)cccc1C
  ROC1-CUL1 inh: -1
O=C(NCCN1CCOCC1)c1ccc(N2CCC(NCc3cccc(C(F)(F)F)c3)CC2)cc1
  ROC1-CUL1 inh: 0
CCOC(=O)c1c(Cl)cc(C)nc1Cl
  ROC1-CUL1 inh: 6
C=CCNc1nc(-c2ccc(Cl)c(C)c2)cs1
  ROC1-CUL1 inh: -2
O=C(COc1ccc(-c2cnc3ccccc3n2)cc1)c1ccccc1Cl
  ROC1-CUL1 inh: -3
Cc1cccc(CCNc2ncnc3onc(-c4ccc(Cl)cc4)c23)c1
  ROC1-CUL1 inh: -7
O=C1OC(c2ccccc2)=N/C1=C\c1cc(Br)ccc1OCc1ccc(F)cc1
  ROC1-CUL1 inh: 1
O=C(Nc1cccnc1)C1CCCCC1
  ROC1-CUL1 inh: -9
O=C(COc1ccc(F)cc1Cl)N1CCN(c2ncccn2)CC1
  ROC1-CUL1 inh: 1
CC#CCC(CC#CC)c1nc2ccccc2c(=O)n1N
  ROC1-CUL1 inh: 9
Nc1c(C(=O)Nc2ccccc2)sc2sc(C(=O)Nc3ccccc3)c(N)c12
  ROC1-CUL1 inh: 7
CCCCSCCCNC(=O)c1cn(C)c2ccc(S(=O)(=O)N3CCCCC3)cc2c1=O
  ROC1-CUL1 inh: 3
CSc1nnc(SCC2=NNC(=O)SC2)s1
  ROC1-CUL1 inh: 6
CC(=O)OC1[C@@H](OC(=O)CC(C)C)[C@H](OC(=O)CC(C)C)C(OC(=O)CC(C)C)[C@H](OC(=O)CC(C)C)[C@H]1OC(=O)CC(C)C (stereo not given in full)
  ROC1-CUL1 inh: -2

CCCCCCCCCCN=C(CC)C1N=C(c2ccccc2)OC1=O (stereo not given)
  ROC1-CUL1 inh: -12
Cc1cc2ccccc2n1-c1ccc(C(=O)N2CCC(C(=O)NCc3ccc(F)cc3)CC2)s1
  ROC1-CUL1 inh: -9
Cc1ccc(C)c(NC(=O)CSc2nc3sc4c(c3c(=O)n2-c2cccc3ccccc23)CCCC4)c1
  ROC1-CUL1 inh: 1
CC(C)=CC(=O)N1CCC(N2CCC(C(=O)NCc3cccnc3)CC2)CC1
  ROC1-CUL1 inh: -7
Cc1ccc(S(=O)(=O)C(CNC(=O)COc2ccccc2)c2ccco2)cc1 (stereo not given)
  ROC1-CUL1 inh: -4
CC1=NN(c2ccc(C)c(C)c2)C(=O)C1C(c1ccccc1)C1C(=O)N(c2ccc(C)c(C)c2)N=C1C (stereo not given)
  ROC1-CUL1 inh: -1
COC(=O)c1c(-c2ccc(C)cc2)csc1NC(=O)c1cc(OC)cc(OC)c1
  ROC1-CUL1 inh: -1
CCOC(=O)C1=C(C)N=c2s/c(=C/c3ccco3)c(=O)n2C1c1ccc(F)cc1 (stereo not given)
  ROC1-CUL1 inh: 7
COc1ccccc1-c1nc2c3c(-c4ccccc4)c(-c4ccccc4)oc3ncn2n1
  ROC1-CUL1 inh: 10
Fc1ccc(/C=C/CN2CCCC(Nc3ccccc3)C2)cc1 (stereo not given)
  ROC1-CUL1 inh: -6

Single entries from the results shown:
CC(C)=CC(=O)N1CCC(N2CCC(C(=O)NCc3cccnc3)CC2)CC1 in ROC1-CUL1 inh → -7
COc1ccccc1-c1nc2c3c(-c4ccccc4)c(-c4ccccc4)oc3ncn2n1 in ROC1-CUL1 inh → 10

An excerpt taken from the entries so far, for reference:
Cc1cc2ccccc2n1-c1ccc(C(=O)N2CCC(C(=O)NCc3ccc(F)cc3)CC2)s1
  ROC1-CUL1 inh: -9
Cc1ccc(C)c(NC(=O)CSc2nc3sc4c(c3c(=O)n2-c2cccc3ccccc23)CCCC4)c1
  ROC1-CUL1 inh: 1
CC(C)=CC(=O)N1CCC(N2CCC(C(=O)NCc3cccnc3)CC2)CC1
  ROC1-CUL1 inh: -7
Cc1ccc(S(=O)(=O)C(CNC(=O)COc2ccccc2)c2ccco2)cc1 (stereo not given)
  ROC1-CUL1 inh: -4
CC1=NN(c2ccc(C)c(C)c2)C(=O)C1C(c1ccccc1)C1C(=O)N(c2ccc(C)c(C)c2)N=C1C (stereo not given)
  ROC1-CUL1 inh: -1
COC(=O)c1c(-c2ccc(C)cc2)csc1NC(=O)c1cc(OC)cc(OC)c1
  ROC1-CUL1 inh: -1

Screens as filed in PubChem BioAssay.

Only part of the results is shown, so the mix of outcomes need not match the whole.
